Screening results deposited in PubChem by several laboratories.
CRFR2-BP ag: agonists of human CRF-binding protein/CRF-R2 receptor complex | HEK293 CRF-R2/CRF-BP, calcium dye fluorescence (FLIPR); percent of saturating CRF peptide response | activation, % at 13.2 µM | 0.46% of 350,000 active;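 active means activation of at least 50%, plus an integration ratio under a set limit after plate pattern correction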;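 further: plate controls were neutral control wells without compound for no effect and CRF at EC100 for full effect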
CRFR2-BP antag: blocks CRF-induced signaling of the CRF-BP/CRF-R2 complex; inhibition, % at 11.8 µM; 0.59% of 350,000 active; AID 588475; HEK293 CRF-R2/CRF-BP, CRF-induced calcium fluorescence;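 active means inhibition of the ligand-induced calcium signal above about 50% at the single tested concentration, limit read from the data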
CHRM4 agonist: agonists of human muscarinic M4 receptor (CHRM4) | activation, % at 3 µM | 0.14% of 360,000 active | P08173 | CHO-K1 hM4/Gqi5, Fluo-8 calcium fluorescence; vehicle 0%, full acetylcholine response 100%;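 active means activation above the run mean over all test wells plus 3 SD, cut at about 32% in these data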;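 further: peak over basal fluorescence ratio per well then scaled between controls; 0% = DMSO wells and 100% = acetylcholine at EC100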
CHRM5 PAM: CHRM5 positive allosteric modulation | P08912 | activation, % at 3 µM | CHO-K1 hM5, Fluo-8 calcium, ACh EC20 PAM; 0% = ACh EC20, 100% = ACh EC100 | 0.3% of 360,000 active;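 active means activation above the run cutoff, the mean activation of all test compounds plus 3 SD, cut at about 18% in these data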
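Measured by: Fluo-8 calcium fluorescence; material: human M5 receptor in CHO-K1 cells; schedule: Post-acetylcholine fluorescence recording 140 s; benchmarks: low control EC20 acetylcholine (0%), high control EC100 acetylcholine (100%); read-out: Max/basal fluorescence ratio as % of EC20–EC100 ACh window; compound: single dose, 3 µM nominal final test concentration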
M4 antag: CHRM4 antagonism in calcium assay; P08173; CHO-hM4 cells, ACh EC80, Fluo-8 calcium fluorescence; inhibition, % at 3 µM; 0.73% of 360,000 active;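 active means inhibition above its plate's cutoff, the mean inhibition of sample wells plus 3 SD, cut at about 27% in these data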;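 further: 0% = acetylcholine EC80 with DMSO and 100% = DMSO without agonist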
M4 PAM: CHRM4 positive allosteric modulation; 0.4% of 360,000 active; CHO-K1 hM4/Gqi5, Fluo-8 calcium fluorescence, ACh EC20; 0% = ACh EC20, 100% = maximal ACh; AID 624126; P08173; activation, % at 3 µM;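 active means activation above its plate's cutoff, the mean activation of sample wells plus 3 SD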; further: some results filed as inactive read as strong as hits
CHRM5 agonist: agonists of human muscarinic M5 receptor (CHRM5) | activation, % at 3 µM | CHO-K1 hM5 cells, Fluo-8 calcium fluorescence; 0% DMSO wells, 100% maximal acetylcholine response | 0.19% of 360,000 active | P08912 | AID 624037;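 active means activation above the run's mean over test compounds plus 3 SD, cut at about 23% in these data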;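 further: signal is peak over basal fluorescence ratio across the kinetic read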
IDE cell inh: inhibitors of human insulin-degrading enzyme in cells. 0.41% of 320,000 active. P14735. inhibition, % at 5.59 µM. AID 434962. HEK cells, FAbetaB cleavage, fluorescence polarization;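 active means percent inhibition above the average of all tested compounds plus 3 SD, set per screening campaign, cut at about 16% in these data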;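 further: IDE supplied by intact live HEK cells; FP after avidin binding of uncleaved biotin substrate so inhibition keeps polarization high; 0% = DMSO wells and 100% = 60 µM reference IDE inhibitor Ii1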
Target sequence (P14735 whole entry, looked up): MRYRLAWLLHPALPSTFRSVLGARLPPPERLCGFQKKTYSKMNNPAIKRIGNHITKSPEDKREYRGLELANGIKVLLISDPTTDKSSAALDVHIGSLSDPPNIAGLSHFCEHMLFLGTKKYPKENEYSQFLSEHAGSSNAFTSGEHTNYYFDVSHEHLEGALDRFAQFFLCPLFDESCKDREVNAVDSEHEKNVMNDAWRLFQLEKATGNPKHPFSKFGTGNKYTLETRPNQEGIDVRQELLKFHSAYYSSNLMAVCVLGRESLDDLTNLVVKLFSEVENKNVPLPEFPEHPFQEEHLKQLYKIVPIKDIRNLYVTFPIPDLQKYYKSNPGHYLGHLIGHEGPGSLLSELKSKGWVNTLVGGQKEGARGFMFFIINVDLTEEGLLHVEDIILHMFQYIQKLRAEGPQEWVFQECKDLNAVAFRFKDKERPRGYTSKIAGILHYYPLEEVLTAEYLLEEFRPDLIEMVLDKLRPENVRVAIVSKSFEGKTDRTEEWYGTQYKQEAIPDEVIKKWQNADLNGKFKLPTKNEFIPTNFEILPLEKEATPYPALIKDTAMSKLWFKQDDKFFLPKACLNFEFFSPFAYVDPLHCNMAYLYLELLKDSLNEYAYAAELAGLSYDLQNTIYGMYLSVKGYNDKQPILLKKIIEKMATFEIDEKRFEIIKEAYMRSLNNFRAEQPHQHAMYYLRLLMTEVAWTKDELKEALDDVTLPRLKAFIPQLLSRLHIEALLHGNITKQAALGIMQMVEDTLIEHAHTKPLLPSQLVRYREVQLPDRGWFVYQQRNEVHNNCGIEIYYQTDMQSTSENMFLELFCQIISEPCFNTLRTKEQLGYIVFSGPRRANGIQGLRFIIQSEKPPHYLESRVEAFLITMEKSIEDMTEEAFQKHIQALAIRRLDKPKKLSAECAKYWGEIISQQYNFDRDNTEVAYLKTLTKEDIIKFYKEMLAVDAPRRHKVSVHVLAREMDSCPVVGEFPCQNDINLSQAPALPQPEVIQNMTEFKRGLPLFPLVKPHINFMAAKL
M5 antag: blocks acetylcholine activation of human M5 receptor; P08912; CHO-hM5 cells, Fluo-8 calcium fluorescence, ACh EC80; inhibition, % at 3 µM; 0.59% of 360,000 active; AID 624040;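 active means inhibition above a per-plate cutoff, the mean of that plate's test compounds plus 3 SD, cut at about 27% in these data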;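 further: 0% = acetylcholine EC80 with DMSO and 100% = DMSO without agonist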
Active calls of the source: *; x = not tested or not shown. Hits appear at their usual frequency, and some 2.9% of all compounds hit somewhere here.

SMILES	CRFR2-BP ag	CRFR2-BP antag	CHRM4 agonist	CHRM5 PAM	M4 antag	M4 PAM	CHRM5 agonist	IDE cell inh	M5 antag
CC(C)Cc1cc(C(=O)N2CCC(N3CCC(C(=O)N4CCOCC4)CC3)CC2)n[nH]1	-1.4	-2	1	2	9	8	2	2	0
CC(=O)OC(C(=O)NC1CCCCC1)c1cccc(F)c1 (configuration not stated)	1.1	10	0	7	1	-2	-1	1	6
O=C(Nc1cccnc1)c1cc(-c2ccc(Cl)cc2Cl)on1	0.4	3	3	0	2	-3	-1	7	7
Cc1ccccc1NC(=O)NNC(=O)c1ccc2ccccc2c1O	-1.1	10	1	-1	3	-4	0	-3	-10
O=C(Cc1ccc(F)cc1)Nc1nnc(SCC(=O)NC2CCCC2)s1	0.2	-4	0	7	7	0	3	3	2
COc1ccccc1N1CCN(C(=O)C2Cc3ccccc3CN2C(=O)c2ccco2)CC1 (configuration not stated)	-1.1	4	7	-13	1	1	4	1	5
Cc1ccc(CN2CCN(CC(=O)NCc3ccc(Cl)cc3)C2=O)cc1	-2.7	-4	2	0	-4	4	-5	0	-9
CC1(C)CC(N2CCOCC2)=CC(=S)N1	x	x	1	0	5	2	0	x	2
COc1ccc(N2CCC(CNC(=O)Nc3cccc(OC)c3)C2)cc1 (configuration not stated)	-0.8	13	3	-8	10	-9	-1	2	-8
CCCCn1c(N)c(N(CC(C)C)C(=O)CSc2n[nH]c(-c3ccc(C)cc3)n2)c(=O)[nH]c1=O	0.6	-8	0	11	-8	1	-2	-2	-10
Nc1nnc(SCC(=O)OCC(=O)c2ccccc2Br)s1	5.0	-18	1	4	5	-7	2	4	-2
Nc1ccc(CCNc2ncnc3c2ncn3[C@@H]2O[C@H](CO)[C@@H](O)[C@H]2O)cc1	0.9	40	1	-2	7	-8	1	1	2
COc1ccc(C(O)c2nc(-c3cccc(CO)c3)cs2)cc1 (configuration not stated)	x	x	3	0	-6	5	2	x	2
CC(=O)Nc1cc(-c2cccnc2)cn2c(-c3cccc(C(F)(F)F)c3)cnc12	x	x	5	-5	-8	-2	-3	x	15
O=C(NC(=S)NCCN1CCOCC1)c1ccc(F)cc1	-1.5	0	2	-4	-11	-2	-2	3	-7
Cc1cc(C(F)(F)F)nn1C(=O)c1cccnc1Cl	0.3	1	0	5	-5	6	1	-3	-6
Cc1cc(N/C(=N\S(=O)(=O)c2ccc(Cl)cc2)c2ccc(F)cc2)no1	0.2	-14	1	-1	-4	4	-3	0	-15
CCOC(=O)c1ccc(NC(=O)c2cc(=O)[nH]c3ccccc23)cc1	-0.1	-21	1	2	3	-2	-1	-7	6
CC1CN(C(=O)CCC(=O)NCCc2ccccc2)c2ccccc2O1 (configuration not stated)	-0.8	22	1	-11	5	-4	2	2	1
CCOC(=O)c1cnc(Cc2ccccc2)[nH]c1=O	-0.8	6	1	-4	5	3	0	3	5
CCOC(=O)[C@H]1[C@H]2COc3ccc(Br)cc3[C@H]2N2C(=O)CN(Cc3ccc(Cl)cc3)C(=O)[C@@]12C	0.7	-6	2	-1	-8	-3	0	x	-7
CCOc1ccc(C(=O)Nc2cccc(C(=O)O)c2C)cc1Cl	-0.8	-4	0	-2	0	-4	1	-2	-2
O=C(c1ccc(F)cc1)N1CCCCC(Sc2nnnn2-c2ccccc2)C1=O (configuration not stated)	3.0	-7	1	-10	10	0	-2	6	4
COc1ccc(S(=O)(=O)Nc2cccnc2)cc1	0.0	-3	0	-9	5	-9	-3	3	14
NNc1ccc(Cl)nn1	-0.8	-9	1	-3	20	11	0	-4	11
O=C(COc1cccc2c1CCNC2=O)Nc1cccc(C(F)(F)F)c1	1.4	-7	5	-7	-4	2	8	1	8
CCc1ccc(NC(=O)c2cc(C)on2)cc1	-1.0	-21	-1	-5	4	0	-3	3	-5
O=C1[C@H]2[C@@H](c3ccc(F)cc3)N3C(=O)N(c4cccc(F)c4)C(=O)[C@@]3(Cc3ccc(Cl)cc3)[C@H]2C(=O)N1C1CCCCC1	5.0	0	1	7	-1	2	1	1	6
Cc1oc(-c2ccc(Cl)cc2)nc1CN1CCC(C(=O)NCc2ccco2)CC1	-0.4	-16	2	8	-3	6	-3	-5	-6
CC(=O)N1CCN(C(=S)Nc2ccc(SC(F)F)cc2)CC1	-1.2	-1	6	-6	9	-3	1	-8	18
COc1cccc(NC(=O)N2CCC(C(N)=O)(N3CCCCC3)CC2)c1	0.5	22	2	0	-13	5	0	-8	-5
Cc1cc(C)n(S(=O)(=O)c2cccc([N+](=O)[O-])c2)n1	-1.2	6	0	1	-4	4	-14	x	8
Cc1cc(C)cc(C(O)c2ncc(-c3cccc(C(F)(F)F)c3)[nH]2)c1 (configuration not stated)	x	x	7	-6	-10	1	1	x	12
CC1Cc2nc(SCC(=O)Nc3nccs3)n(Cc3ccccc3)c(=O)c2S1 (configuration not stated)	1.0	-4	-1	-4	-11	7	0	4	0
O=c1cc(N2CCOCC2)[nH]c(=O)n1-c1ccc(Br)cc1	-1.5	-5	0	2	2	6	2	-4	0
O=[N+]([O-])c1ccccc1S(=O)(=O)N(CC1CO1)c1ccccc1 (configuration not stated)	0.0	8	3	-3	1	-1	-2	-3	8
CC(C)(O)C#Cc1ccc(C(=O)N2CCN(c3ccccc3)CC2)cc1	-0.5	0	3	2	-10	7	1	8	4
COc1ccc(C(CC(=O)O)NC(=O)c2cccs2)cc1 (configuration not stated)	-1.8	4	1	6	-3	17	3	3	-9
O=C(COC(=O)c1ccc(NS(=O)(=O)c2cccs2)cc1O)Nc1ccc(F)cc1	-0.1	-6	2	-11	-2	-3	-2	-1	14
COc1ccc(S(=O)(=O)NC(=O)C2(C)CCN2C(=O)COc2ccc(Cl)cc2)cc1 (configuration not stated)	x	x	0	-1	10	-5	0	x	9

Overlap with the part before: six entries, then new ones.
SMILES	CRFR2-BP ag	CRFR2-BP antag	CHRM4 agonist	CHRM5 PAM	M4 antag	M4 PAM	CHRM5 agonist	IDE cell inh	M5 antag
O=c1cc(N2CCOCC2)[nH]c(=O)n1-c1ccc(Br)cc1	-1.5	-5	0	2	2	6	2	-4	0
O=[N+]([O-])c1ccccc1S(=O)(=O)N(CC1CO1)c1ccccc1 (configuration not stated)	0.0	8	3	-3	1	-1	-2	-3	8
CC(C)(O)C#Cc1ccc(C(=O)N2CCN(c3ccccc3)CC2)cc1	-0.5	0	3	2	-10	7	1	8	4
COc1ccc(C(CC(=O)O)NC(=O)c2cccs2)cc1 (configuration not stated)	-1.8	4	1	6	-3	17	3	3	-9
O=C(COC(=O)c1ccc(NS(=O)(=O)c2cccs2)cc1O)Nc1ccc(F)cc1	-0.1	-6	2	-11	-2	-3	-2	-1	14
COc1ccc(S(=O)(=O)NC(=O)C2(C)CCN2C(=O)COc2ccc(Cl)cc2)cc1 (configuration not stated)	x	x	0	-1	10	-5	0	x	9
Cc1ccccc1-n1nc2c(c1NC(=O)c1ccc(Br)o1)CSC2	-5.8	29	0	1	-3	10	3	-4	-6
CCOc1cc(NC(=S)Nc2ccccc2OC)c(OCC)cc1NC(=O)c1ccccc1C	1.2	28	-2	5	0	16	4	-1	-4
Cc1ccc(S(=O)(=O)c2c(C(=O)c3ccccc3)cnc3cc4c(cc23)OCCO4)cc1	-0.2	-39	0	-5	-5	2	0	0	9
CC1CCCCC1NC(=O)COc1ccc(C#N)cc1 (configuration not stated)	0.0	-5	2	-3	1	1	4	6	-3
CCCC(=O)Nc1ccc(C(=O)NCC(=O)OCC)cc1	1.1	6	1	3	-16	4	-3	1	-15
CC(C)(C)C1CCc2c(sc(NC(=O)C3CC=CCC3C(=O)O)c2C#N)C1 (configuration not stated)	-2.6	61*	-1	-2	4	0	-7	3	4
O=C(Nc1ccccc1)OCc1cc(-c2ccccc2Cl)on1	3.8	7	-1	-6	7	-8	-3	6	-1
O=C(CCc1ccc(O)cc1)c1c(O)cc(O)cc1O	9.3	9	12	-12	3	2	7	-1	10
O=S(=O)(c1ccccc1)n1ccc2cccnc21	-0.7	-1	0	-1	1	0	-4	-5	4
CCc1nnc(NC(=O)C(NS(=O)(=O)c2ccccc2)C(C)C)s1 (configuration not stated)	0.6	-18	0	0	10	-6	0	x	1
CC1CC(C)CN(C(=O)C2CCN(S(=O)(=O)c3c(Cl)cccc3Cl)CC2)C1 (configuration not stated)	-1.1	-8	3	-9	0	-2	-1	5	10
O=C(COC(=O)c1ccc[nH]c1=O)NCCc1ccc(F)cc1	0.3	-10	1	7	0	-2	3	2	7
CCCCNC(=O)COC(=O)CCC(=O)c1cccs1	0.1	10	0	-4	4	2	-1	0	4
COc1ccccc1C(=O)NCc1n[nH]c(=S)n1Cc1ccccc1	1.2	31	2	-2	-8	7	0	-6	-10
CC1=C(C(=O)Nc2ccccc2)C(c2ccco2)C(C#N)=C(SCC(=O)Nc2cccc(C)c2C)N1 (configuration not stated)	0.9	2	1	-7	-3	4	3	1	6
COc1ccc(-c2cc(C(=O)N3CCN(c4ncccn4)CC3)c3ccccc3n2)cc1OC	0.6	-6	20	-26	21	-5	1	-1	18
O=C(O)CN1C(=O)/C(=C\c2cc(Br)ccc2OCc2ccc(Cl)cc2)SC1=S	0.9	14	-2	3	-1	0	0	x	-3
CC[C@]12CCCN3CCc4c(n(c5ccccc45)C(=O)C1)[C@@H]32	-0.7	-22	2	-4	-11	-4	0	5	1
Cc1cc(Cl)ccc1OCC(=O)Nc1ccccc1N1CCOCC1	8.9	-45	9	-20	-5	-14	-4	0	-2
O=C(Cn1cc([N+](=O)[O-])cn1)N1CCN(c2ccccc2)CC1	-1.6	1	3	-2	19	-9	-2	-1	8
COc1ccc(NC(=O)N(C)[C@H]2C[C@H]3c4[nH]c5ccc(-c6ccc(OC)cc6)cc5c4CCN3C[C@H]2[C@H](C)O)cc1	-0.1	-2	5	-3	4	-1	-2	x	5
O=S1(=O)C[C@H](N2CCN(CCO)CC2)[C@@H](COCc2ccccc2)N1	x	x	0	2	4	-5	1	x	0
Cc1cc(C)cc(N(CC(=O)NC2CCCC2)S(=O)(=O)c2c(C)[nH]c(=O)[nH]c2=O)c1	2.9	-12	0	6	9	2	5	3	-12
O=C1NC(=O)C2(COC3(CCCC3)OC2)S1	-0.1	11	0	0	4	0	-6	3	-10
COc1ccc2cc3cc(C(=O)NCc4cccnc4)oc3nc2c1	-0.4	6	2	-10	-13	11	-4	5	0
CSc1ccccc1NC(=O)c1ccc([N+](=O)[O-])cc1	-0.1	1	0	3	-5	-1	-6	4	-2
CCOC(=O)c1sc(NC(C)=O)c(C(=O)OCC)c1C	1.5	13	1	0	3	3	-5	1	-1
Cc1c(C(=O)NCc2cccs2)oc2ccccc12	-2.1	6	-1	2	-4	4	-3	-1	2
c1ccc(CCc2ccccc2-c2nc(-c3cccnc3)no2)cc1	1.5	-2	-1	-1	-9	-1	-3	-1	0
O=[N+]([O-])c1ccccc1N=Nc1c(O)[nH]c2ccc(F)cc12	4.1	-21	0	-4	-15	3	5	x	-2
COc1cc(CNCCc2ccccc2)ccc1OCc1ccc(Cl)nc1	10	-58	14	0	9	-3	3	-5	6
CCNC(=O)C1(C)CCN(C(=O)c2ccc(C(F)(F)F)cc2)C1 (configuration not stated)	x	x	1	1	-4	-3	1	x	-3
